High-throughput results from PubChem BioAssay.
APJ antag: antagonists of human APJ apelin receptor | 330,000 compounds, 0.32% hits | inhibition, % at 20 µM | P35414 | CHO-K1 APJ beta-arrestin complementation, luminescence | AID 2521;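 active = inhibition above about 40% at 20 µM, limit read from the data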;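 note: cells challenged with 10 nM apelin-13 agonist together with compound; plate controls were apelin-13 plus DMSO wells for no effect and DMSO wells lacking apelin-13 for full effect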
CHOP UPR activ: apoptotic UPR (CHOP) activation; CHO-CHOP luciferase reporter, luminescence; percent of tunicamycin response over DMSO baseline; activation, % at 10 µM; 330,000 compounds, 0.34% hits; AID 449763;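 active = at 10 µM dose, activation of 40% or more, normalized to positive control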;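 note: 100% = tunicamycin at 10 µg/mL and 0% = DMSO alone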
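Evaluation: % reporter activation, DMSO baseline versus tunicamycin full activation; System: CHO-CHOP luciferase reporter cell line; Input: 500 cells/well; Incubation: 6 h compound treatment, 37 °C; Measured by: Steady-Glo luciferase luminescence; Dosing: one dose, 10 µM in 0.5% DMSO; Buffer or medium: F12 medium, 10% FBS; Benchmarks: positive tunicamycin 10 µg/mL, negative DMSO alone.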
697 NFkB inh: inhibitors of the PMA/ionomycin-induced NF-kB reporter in 697 B cells; inhibition, % at 4 µM; 697 B-cell NF-kB luciferase reporter, 16 h; 330,000 compounds, 0.33% hits; in the data active = inhibition above about 35%
tim23-1 inh: growth inhibitors of tim23-1 mutant yeast; AID 463212; 330,000 compounds, 1.3% hits; inhibition, % at 20 µM; S. cerevisiae tim23-1 growth, BacTiter-Glo luminescence, 24 h;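 active = growth inhibition of the mutant yeast at or above 50%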;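 note: temperature-sensitive mutant grown at 25 °C; plate controls were DMSO-treated mutant yeast for no effect and medium wells lacking yeast for full effect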
UPR XBP1 act: activators of adaptive arm of unfolded protein response (XBP1); CHO-XBP1 luciferase reporter, IRE1-XBP1 UPR activation, luminescence; percent of tunicamycin response, DMSO as zero; activation, % at 20 µM; 330,000 compounds, 0.33% hits; AID 463104;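 active = versus positive control, 20 µM dose yields 30% or more activation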;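 note: 100% = tunicamycin at 10 µg/mL and 0% = DMSO only wells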
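Material – CHO cell line with stable XBP1 luciferase reporter · Buffer or medium – F12 plus 10% FBS · Compound – single point, 20 µM final compound, 1% DMSO · Schedule – 16-18 h cell attachment at 37 °C, then 6 h compound exposure · Signal – Steady-Glo luminescence read · Benchmarks – high control tunicamycin 10 µg/mL final, low control DMSO vehicle only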
Jurkat NFkB inh: lowers PMA/ionomycin-induced NF-kB signal in Jurkat cells | PMA/ionomycin-induced NF-kB luciferase reporter, luminescence | inhibition, % at 4 µM | 330,000 compounds, 0.53% hits | AID 435003; in the data active = inhibition above about 50%
Mdm2-MdmX inh: disrupts the human Mdm2-MdmX interaction | SaOS-2 split-luciferase Mdm2/MdmX complementation, luminescence | O15151+Q00987 | inhibition, % at 8 µM | 330,000 compounds, 3% hits;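 active = inhibition of at least 50% at 8 µM in the primary screen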
Target sequence (O15151 whole entry, looked up): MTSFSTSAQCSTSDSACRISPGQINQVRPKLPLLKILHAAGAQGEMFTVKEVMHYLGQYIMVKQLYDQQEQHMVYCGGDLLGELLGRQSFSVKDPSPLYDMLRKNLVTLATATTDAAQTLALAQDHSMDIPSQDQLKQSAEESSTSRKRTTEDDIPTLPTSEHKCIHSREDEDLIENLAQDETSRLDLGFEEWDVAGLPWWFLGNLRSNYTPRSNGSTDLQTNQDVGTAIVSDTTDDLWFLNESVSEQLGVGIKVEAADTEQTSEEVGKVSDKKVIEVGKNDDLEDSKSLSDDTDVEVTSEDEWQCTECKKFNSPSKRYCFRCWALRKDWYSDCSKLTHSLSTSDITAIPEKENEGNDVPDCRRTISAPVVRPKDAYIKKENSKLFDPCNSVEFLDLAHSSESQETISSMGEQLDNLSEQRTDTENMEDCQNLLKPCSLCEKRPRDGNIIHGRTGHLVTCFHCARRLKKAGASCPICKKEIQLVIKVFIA
Target sequence (Q00987 whole entry, looked up): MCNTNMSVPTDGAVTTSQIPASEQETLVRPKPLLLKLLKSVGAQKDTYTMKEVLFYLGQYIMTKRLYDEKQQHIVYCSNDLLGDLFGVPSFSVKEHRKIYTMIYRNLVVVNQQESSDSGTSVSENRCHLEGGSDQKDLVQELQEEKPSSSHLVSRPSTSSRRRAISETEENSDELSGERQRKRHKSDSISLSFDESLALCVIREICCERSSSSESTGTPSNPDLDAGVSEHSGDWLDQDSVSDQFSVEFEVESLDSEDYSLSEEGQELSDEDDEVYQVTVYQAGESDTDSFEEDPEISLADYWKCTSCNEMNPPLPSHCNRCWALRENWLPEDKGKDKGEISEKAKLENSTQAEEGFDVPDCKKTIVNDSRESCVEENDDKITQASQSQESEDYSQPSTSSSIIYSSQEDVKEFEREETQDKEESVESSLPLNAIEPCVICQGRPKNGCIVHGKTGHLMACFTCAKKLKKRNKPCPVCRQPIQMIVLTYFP
APJ agonist: activates the human apelin receptor APJ; P35414; CHO-K1 APJ PathHunter beta-arrestin, luminescence; 0% DMSO wells, 100% apelin; activation, % at 20 µM; 330,000 compounds, 0.11% hits; AID 2520;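 active = activation more than six SD over the plate average, tested at 20 µM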;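 note: 0% = DMSO alone and 100% = apelin-13 at 10 nM; some results filed as inactive read as strong as hits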
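Assay system: CHO-K1 APJ beta-arrestin complementation cell line / Compound: single test compound dose, 20 µM final, 1% DMSO / Times: overnight seeding, 90 min compound at 25 °C, 1 h detection / Technique: beta-gal luminescence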
Numbers without * were called inactive; / = no result given.

1: COc1ccc([N+](=O)[O-])c(OC)c1C(=O)NC(=O)Nc1c(F)cc(F)cc1F
2: CC(NC(=O)C(=O)N1CCOCC1)C(c1cccs1)N1CCN(c2ccccc2)CC1 (stereo not given)
3: COc1cc(NC(=O)C(C)N2CCN(C(=O)C3CC3)CC2)cc(OC)c1 (stereo not given)
4: Cc1ccc(S(=O)(=O)NCCN2CCOCC2)c(C)c1
5: Cc1ccc(Nc2ccc(C(=O)O)cc2N)cc1
6: COc1ccc(N(CC(=O)N2CCc3ccccc32)S(=O)(=O)c2c(C)n[nH]c2C)cc1
7: Cc1onc(-c2ccccc2)c1C(=O)N1CCN(S(=O)(=O)c2ccc(Cl)cc2)CC1
8: Cn1nc(-c2ccccc2)c(N2CCCCC2)cc1=O
9: CCOC(=O)c1c(S(=O)(=O)NCC(=O)NCc2cccc(C)c2)c(C)n(C)c1C
10: COc1ccc(CCNC(=O)c2ccc(Cl)cc2)cc1
entry no.,1,2,3,4,5,6,7,8,9,10
APJ antag,4,5,1,13,-14,-12,6,-1,1,-1
CHOP UPR activ,-0.8,-2.7,-0.8,0.9,4.3,0.3,0.8,-0.7,2.8,1.3
697 NFkB inh,3,6,11,-13,-58,21,12,15,2,-28
tim23-1 inh,-2,2,7,17,13,10,12,19,-2,-10
UPR XBP1 act,2,0,-2,1,0,0,2,1,0,-1
Jurkat NFkB inh,1,5,-7,4,-7,-5,12,12,-3,-44
Mdm2-MdmX inh,12,22,11,14,1,20,24,24,8,-28
APJ agonist,-1,-6,-2,-3,3,-2,-4,-4,-4,-3

One compound at a time, as listed above. Order of values: APJ antag, CHOP UPR activ, 697 NFkB inh, tim23-1 inh, UPR XBP1 act, Jurkat NFkB inh, Mdm2-MdmX inh, APJ agonist
Results for Cc1ccc(Nc2ccc(C(=O)O)cc2N)cc1 = -14, 4.3, -58, 13, 0, -7, 1, 3
Results for COc1ccc([N+](=O)[O-])c(OC)c1C(=O)NC(=O)Nc1c(F)cc(F)cc1F = 4, -0.8, 3, -2, 2, 1, 12, -1

An excerpt from above in order of heavy-atom count, low to high:
5: Cc1ccc(Nc2ccc(C(=O)O)cc2N)cc1
8: Cn1nc(-c2ccccc2)c(N2CCCCC2)cc1=O
3: COc1cc(NC(=O)C(C)N2CCN(C(=O)C3CC3)CC2)cc(OC)c1 (stereo not given)
1: COc1ccc([N+](=O)[O-])c(OC)c1C(=O)NC(=O)Nc1c(F)cc(F)cc1F
9: CCOC(=O)c1c(S(=O)(=O)NCC(=O)NCc2cccc(C)c2)c(C)n(C)c1C
7: Cc1onc(-c2ccccc2)c1C(=O)N1CCN(S(=O)(=O)c2ccc(Cl)cc2)CC1
2: CC(NC(=O)C(=O)N1CCOCC1)C(c1cccs1)N1CCN(c2ccccc2)CC1 (stereo not given)
entry no.,5,8,3,1,9,7,2
APJ antag,-14,-1,1,4,1,6,5
CHOP UPR activ,4.3,-0.7,-0.8,-0.8,2.8,0.8,-2.7
697 NFkB inh,-58,15,11,3,2,12,6
tim23-1 inh,13,19,7,-2,-2,12,2
UPR XBP1 act,0,1,-2,2,0,2,0
Jurkat NFkB inh,-7,12,-7,1,-3,12,5
Mdm2-MdmX inh,1,24,11,12,8,24,22
APJ agonist,3,-4,-2,-1,-4,-4,-6

The list goes on.
11: COC(=O)[C@H](C)N(Cc1ccc(Cl)c(Cl)c1)S(=O)(=O)CCN1CCN(c2ccccc2)CC1
12: CCCCCC(=O)Nc1cccc(C2=NOC3(C2)C[C@@H](C(N)=O)N(C(=O)c2cc([N+](=O)[O-])cc([N+](=O)[O-])c2C)C3)c1 (stereo not given in full)
13: COc1ccccc1-c1c(C(F)(F)F)oc2cc(OCC(=O)Nc3ccccc3C(F)(F)F)ccc2c1=O
14: O=C(COc1ccccc1)NC1CCCCC1
15: O=C(Nc1ccc2c(c1)OCO2)C1CCN(Cc2cc3c(cc2O)OCO3)CC1
16: COc1cc(/C=C/C(=O)O)ccc1OCc1ccccc1C#N
17: COc1ccc(NC(=O)C2C3CCC(O3)C2C(=O)O)cc1OC (stereo not given)
18: Cc1ccc2c(c1)nnn2C1CCN(CC(=O)NNC(=O)c2ccco2)CC1
19: CCOc1ccc(NC(=O)CCc2ccc(C)o2)cc1
20: O=S(=O)(NC1CCCc2ccccc21)c1cnc[nH]1 (stereo not given)
entry no.,11,12,13,14,15,16,17,18,19,20
APJ antag,/,-141,2,0,8,-5,-5,6,-8,-5
CHOP UPR activ,2.5,0.2,-0.2,-2.8,1.7,-2.0,2.2,3.1,3.1,-0.2
697 NFkB inh,-1,1,32,6,23,7,3,9,8,14
tim23-1 inh,41,-8,0,8,-8,0,-4,0,-5,10
UPR XBP1 act,-5,0,1,1,0,1,-2,-2,-4,-1
Jurkat NFkB inh,/,-19,1,17,12,2,-8,3,-6,-8
Mdm2-MdmX inh,13,20,30,-27,13,9,8,13,15,9
APJ agonist,/,12,0,-2,0,-2,-2,-2,-1,4

21: O=C(CSc1nnc(SCc2ccccc2Cl)s1)N/N=C/c1c[nH]c2ccccc12
22: C/C=C/C(=O)OCC(=O)Nc1ccc(F)cc1Cl
23: O=C(Cn1nnc(-c2ccccc2)n1)N/N=C/c1cc([N+](=O)[O-])ccc1O
24: COc1cccc(CNc2ncnc3ccc(-c4c(C)noc4C)cc23)c1
25: Cc1ccc(NC(=O)C(=O)NCC2CCCN2S(=O)(=O)c2cccs2)cc1 (stereo not given)
26: CC1CC(C)CN(S(=O)(=O)c2ccc(C(=O)Nc3sccc3C(N)=O)cc2)C1 (stereo not given)
27: COC(=O)Nc1ccc(NC(C)=O)cc1
28: Cc1ccc(NC(=O)c2ccc(CNc3c(N4CCOCC4)c(=O)c3=O)cc2)cc1
29: COc1ccc(CNC(=S)Nc2ccc(S(N)(=O)=O)cc2)cc1
30: Cc1ccc(C)c2sc(NC(=O)c3ccc(N4CCCCC4)c([N+](=O)[O-])c3)nc12
entry no.,21,22,23,24,25,26,27,28,29,30
APJ antag,-14,3,24,0,6,10,5,-10,-14,28
CHOP UPR activ,2.9,-1.1,-1.6,2.2,0.4,0.4,-0.5,-1.1,-1.0,4.6
697 NFkB inh,-12,-33,1,23,13,-15,0,4,-31,19
tim23-1 inh,7,7,-6,2,13,21,-12,-5,5,13
UPR XBP1 act,-1,0,-4,0,2,-1,-1,-2,-2,3
Jurkat NFkB inh,14,1,5,10,1,14,0,-5,-1,8
Mdm2-MdmX inh,24,-29,53*,85*,7,28,-28,-1,-10,38
APJ agonist,-3,4,-6,-4,-3,-2,0,-3,-1,-9

31: COC(=O)CNS(=O)(=O)c1ccc(Cc2ccc(S(=O)(=O)NCC(=O)OC)cc2)cc1
32: CC(OC(=O)/C=C/c1cccc(F)c1)C(=O)NC1CCCCC1C (stereo not given)
33: O=C(COC(=O)/C=C/c1ccc(Br)o1)Nc1cccc(S(=O)(=O)N2CCOCC2)c1
34: COc1ccc(-n2ccnc2CN2CCN(C3CCCC3)C(CCO)C2)cc1 (stereo not given)
35: COc1ccc(NS(=O)(=O)c2c(C(=O)N3CCCCCC3)c(C)n(C)c2C)cc1
36: COc1ccccc1CCc1nnc(N)s1
37: Cn1c(SCC(=O)N/N=C/c2ccc(O)c(O)c2)nc2ccccc21
38: N=C(N)c1ccc(OCCCCCOc2ccc(C(=N)N)cc2)cc1
39: O=C(c1ccoc1)N1CCC2(CC1)Oc1ccc(Cl)cc1C(=O)C21CC(c2ccccc2)=NO1 (stereo not given)
40: CCOC(=O)c1ccc(NC(=O)CN2CCN(Cc3ccccc3)CC2)cc1
entry no.,31,32,33,34,35,36,37,38,39,40
APJ antag,-14,23,2,-12,7,-1,-13,22,11,4
CHOP UPR activ,-0.5,-0.6,-1.3,0.7,3.0,0.8,14,1.5,-1.3,-0.2
697 NFkB inh,8,-1,-7,4,8,-7,-45,-9,19,6
tim23-1 inh,31,6,10,17,19,-5,-2,-28,23,4
UPR XBP1 act,-1,-2,-5,-1,-2,-2,21,-5,-1,0
Jurkat NFkB inh,-6,0,-19,4,7,-5,17,17,2,-7
Mdm2-MdmX inh,9,-1,26,-14,33,14,-5,28,15,-11
APJ agonist,0,-1,-5,-3,-2,-4,-3,-6,5,-2

41: Clc1ccc(SCc2cn3ccsc3n2)cc1
42: CCOC(=O)NC(=O)COC(=O)CNC(=O)c1cccc(OC)c1
43: CCC(C(=O)OCC(=O)Nc1c(Cl)cccc1Cl)c1ccccc1 (stereo not given)
44: O=C(NCc1ccncc1)C(=O)C1C(=O)Nc2ccccc21 (stereo not given)
45: CC[C@@]12C(=O)N(c3cccc(Br)c3)C(=O)N1[C@H](c1cccc(C)c1)[C@@H]1C(=O)N(Cc3ccccc3)C(=O)[C@@H]12
46: CN1CCC(NC(=O)c2cccs2)CC1
47: CC(NC1CCCC1)c1ccccc1 (stereo not given)
48: COc1ccc(OCC(=O)Nc2cccc(C(=O)Nc3ccccc3C(=O)O)c2)cc1
49: O=CNCCCc1nc2ccccc2n1Cc1cccc2ccccc12
50: O=C(Nc1ccccc1)c1ccc(OC(=O)c2ccccc2)cc1
entry no.,41,42,43,44,45,46,47,48,49,50
APJ antag,-3,11,-18,0,7,-1,2,-8,4,15
CHOP UPR activ,3.1,-0.5,0.3,0.3,1.4,-1.6,-0.2,-1.4,1.3,4.3
697 NFkB inh,-74,9,-20,10,5,6,-16,-23,8,-8
tim23-1 inh,16,-8,24,8,14,4,8,12,14,20
UPR XBP1 act,3,-1,-5,-1,-3,0,-4,-1,0,-2
Jurkat NFkB inh,-50,-3,-1,-1,13,-9,6,7,8,0
Mdm2-MdmX inh,-95,13,13,-1,4,-30,-9,-9,-15,-6
APJ agonist,2,1,1,0,0,-1,-2,1,-4,-5

51: CN1CCN(CC(=O)C23CC4CC(CC(C4)C2)C3)CC1
52: Cc1nc2ccccn2c1C(=O)NCc1ccc2c(c1)OCO2
53: CCOC(=O)N1CCN(C(=S)NC(=O)c2ccnn2C)CC1
54: Cc1c([N+](=O)[O-])nnn1-c1cc(Cl)cc(Cl)c1
55: Cc1cc(C)nc(NS(=O)(=O)c2ccc(Br)s2)c1
56: O=C(NCCCN1CCCCC1)c1ccc2c(c1)NC(=O)c1ccccc1S2
57: Cc1ccc(-n2nnc3c(=O)n(CC(=O)NCc4ccco4)cnc32)cc1
58: COc1cccc(CNC(=O)C(=O)NCCc2ccc(OC)c(OC)c2)c1
59: COc1ccc(/C=N/n2cnc3c([nH]c4ccccc43)c2=O)cc1CO
entry no.,51,52,53,54,55,56,57,58,59
APJ antag,-15,-9,-9,9,-75,3,9,-15,2
CHOP UPR activ,1.2,0.3,1.0,2.1,0.2,-0.3,2.4,-0.1,0.3
697 NFkB inh,-33,-17,-35,7,9,2,3,-14,24
tim23-1 inh,16,-10,8,14,6,-12,0,3,-39
UPR XBP1 act,1,-2,0,4,-3,-4,-2,-1,2
Jurkat NFkB inh,-15,-20,-16,1,6,1,18,-6,2
Mdm2-MdmX inh,0,6,-12,18,15,18,17,2,19
APJ agonist,3,-4,-1,-1,-1,-3,-1,0,-1
